Screens as filed in PubChem.
HT29 cell growth-1 = HT29 colon tumor cell growth inhibition, primary screen, imaging, high content imaging, 24 h, CellTiter-Glo (AID 770) | HT29 cell number by imaging, 24 h; hits give high values | growth inhibition, % at 10 µM | 3,300 tested, under 10 active;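 active = growth inhibition above 90% in viable cell count at a single dose; inactive = growth inhibition below 90%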
AID772 = HT29 colon tumor cell growth inhibition, primary screen, imaging, high content imaging, 72 h, CellTiter-Glo (AID 772) | growth inhibition, % at 10 µM | 0.6% of 3,300 active | HT29 cell growth, HCS imaging cell count, 72 h; hits give high values;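 active = growth inhibition above 90%, meaning viable cell count cut by more than 90% versus vehicle controls; inactive = growth inhibition below 90%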
A549 NSCLC growth = A549 NSCLC cell proliferation inhibitors – ATP luminescence, human non-small cell lung line, primary screen (AID 371); A549 growth inhibition, ATP luminescence; hits give high values; growth inhibition, % at 10 µM; 8.4% of 3,300 active;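 active = mean growth inhibition over the two runs of 50% or more; inactive = mean growth inhibition under 50%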;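 also: compound exposure lasted 72 h before the ATP read; 0% = untreated cell signal and 100% = no luminescence left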
HT29 cell growth-2 = HT29 colon tumor cell growth inhibition, primary screen, imaging, high content imaging, 48 h, CellTiter-Glo (AID 771). growth inhibition, % at 10 µM. HT29 cell growth, HCS imaging cell count, 48 h; hits give high values. 2% of 3,300 active;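 active = growth inhibition above 90%, meaning viable cell count by imaging cut by more than 90% versus vehicle controls; inactive = growth inhibition below 90%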;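 also: percent fewer viable cells counted by imaging than vehicle controls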
AID364 = cytotoxicity toward Jurkat T cells, primary screen, cell-based, Jurkat E6.1, NIH starter set (AID 364) | Jurkat E6.1 viability, ATP luminescence, 48 h; higher % means a stronger effect | 2% of 3,300 active | inhibition, % at 4 µM; hits with a dose series show CC50 in µM;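 active = concentration giving half-maximal inhibition at or below 20 micromolar; inactive = half-maximal concentration above 20 micromolar, or not dose tested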;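 also: 100% = cells treated with 4 µM doxorubicin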
HT29 cell growth-1 condensed nuclei = further read-out of HT29 cell growth-1, marked with its call; condensed nuclei, %; measured here: percent cells with condensed nuclei;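 share of cells whose nuclear area falls below control median minus 1.5 SD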
HT29 cell growth-1 ATP viability = recorded beside HT29 cell growth-1, whose call it bears; growth inhibition, %; measured here: ATP CellTiter-Glo viability
HT29 cell growth-2 condensed nuclei = further read-out of HT29 cell growth-2, marked with its call; condensed nuclei, %; measured here: percent cells with condensed nuclei;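 condensed means Hoechst nuclear area under control median minus 1.5 SD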
HT29 cell growth-2 ATP viability = also measured in HT29 cell growth-2; calls as there; growth inhibition, %; measured here: ATP CellTiter-Glo viability inhibition
AID772 condensed nuclei = recorded beside AID772, whose call it bears; condensed nuclei, %; measured here: percent cells with condensed nuclei;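 condensed means nuclear area below control median minus 1.5 SD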
AID772 second = also measured in AID772; calls as there; growth inhibition, %; measured here: ATP CellTiter-Glo viability
* marks the source's active call; other numbers are inactive results; / = no result given; & = joins results of further samples.

Sample of the layout, 3 compounds:
nr | SMILES | HT29 cell growth-1 | HT29 cell growth-1 condensed nuclei | HT29 cell growth-1 ATP viability | AID772 | AID772 condensed nuclei | AID772 second
1 | CN(C)C(=O)Oc1cccc([N+](C)(C)C)c1 | -16&19 | 4.0&4.7 | -28&-11 | -3&-12 | 3&2 | -34&-6
2 | COc1cc(C)nc(Nc2nc(C)c(C(C)=O)s2)n1 | 6 | 6.8 | 4 | -90 | 2 | -60
3 | Cc1ccc(N(CC(O)CN2CCCC2)S(=O)(=O)c2ccc(C)cc2)cc1 (configuration not stated) | -34 | 0.7 | -13 | -76 | 5 | -22

nr | A549 NSCLC growth | HT29 cell growth-2 | HT29 cell growth-2 condensed nuclei | HT29 cell growth-2 ATP viability | AID364
1 | 9&-13 | 26&-44 | 2.3&3.0 | / | -4%&10%
2 | 12 | -10 | 2.1 | -22 | 8%
3 | 4 | -36 | 1.3 | -19 | 0%

All compounds of this part, from the first entry:
nr | SMILES | HT29 cell growth-1 | HT29 cell growth-1 condensed nuclei | HT29 cell growth-1 ATP viability | AID772 | AID772 condensed nuclei | AID772 second
1 | CN(C)C(=O)Oc1cccc([N+](C)(C)C)c1 | -16&19 | 4.0&4.7 | -28&-11 | -3&-12 | 3&2 | -34&-6
2 | COc1cc(C)nc(Nc2nc(C)c(C(C)=O)s2)n1 | 6 | 6.8 | 4 | -90 | 2 | -60
3 | Cc1ccc(N(CC(O)CN2CCCC2)S(=O)(=O)c2ccc(C)cc2)cc1 (configuration not stated) | -34 | 0.7 | -13 | -76 | 5 | -22
4 | CCN(CC)CCCC1(CN)OCCc2ccccc21 (configuration not stated) | -7 | 4.0 | 0 | -51 | 2 | -28
5 | CC(C)(C)c1nnc2sc(SCC(=O)c3ccccc3)nn2c1=O | 4 | 4.5 | -5 | 12 | 1 | -3
6 | Cn1c(=O)c2c3c(sc2n2c(SCC(N)=O)nnc12)CC(C(C)(C)C)CC3 (configuration not stated) | -5 | 3.9 | -16 | -83 | 2 | -62
7 | CC1(C(=O)CSc2nc3ccccc3[nH]2)CCC(=O)O1 (configuration not stated) | 6 | 1.8 | -3 | -31 | 6 | -25
8 | N#Cc1nc(COc2ccccc2Cl)oc1NCc1ccc(F)cc1 | 6 | 5.2 | 2 | 10 | 5 | -6
9 | COc1ccc(/C(O)=C2\C(=O)C(=O)N(CCN(C)C)C2c2cccc(OC)c2OC)cc1 (configuration not stated) | -48 | 1.6 | -8 | -37 | 3 | -12
10 | Cc1ccc(C2/C(=C(\O)c3cnn(-c4ccccc4)c3C)C(=O)C(=O)N2CCN(C)C)o1 (configuration not stated) | 4 | 4.7 | -5 | 14 | 2 | -3

nr | A549 NSCLC growth | HT29 cell growth-2 | HT29 cell growth-2 condensed nuclei | HT29 cell growth-2 ATP viability | AID364
1 | 9&-13 | 26&-44 | 2.3&3.0 | / | -4%&10%
2 | 12 | -10 | 2.1 | -22 | 8%
3 | 4 | -36 | 1.3 | -19 | 0%
4 | 3 | 18 | 3.9 | -5 | -2%
5 | -7 | -6 | 3.0 | 0 | -17%
6 | 70* | 45 | 2.4 | 5 | -1%
7 | 1 | -14 | 3.7 | -2 | 3%
8 | 12 | -23 | 3.7 | -2 | -14%
9 | 3 | -70 | 1.7 | -9 | -17%
10 | -16 | 31 | 4.0 | 1 | -2%

Next part.
nr | SMILES | HT29 cell growth-1 | HT29 cell growth-1 condensed nuclei | HT29 cell growth-1 ATP viability | AID772 | AID772 condensed nuclei | AID772 second
11 | COC(=O)CCc1c(C)[nH]c(=S)[nH]c1=O | -18 | 6.0 | -12 | -31 | 3 | -39
12 | Cn1c(=O)c2c(ncn2CC(O)CO)n(C)c1=O (configuration not stated) | -28 | 2.8 | -16 | -15 | 7 | -18
13 | CC1(C)SC2[C@H](NC(=O)C(NC(=O)N3CCNC3=O)c3ccccc3)C(=O)N2C1C(=O)O (some centres not stated) | -50 | 3.2 | -6 | 41 | 7 | -6
14 | N#C/C(=C\c1ccc(O)c(O)c1)C(=O)NCCCc1ccccc1 | -24 | 4.4 | -2 | 14 | 4 | 19
15 | Cc1cc(NCCNC2=CC(=O)CCC2)nc2ccccc12 | 21 | 0.4 | -8 | -45 | 2 | -13
16 | Cc1nn2c(-c3ccc(Cl)cc3)nnc2s1 | -17 | 1.6 | 13 | 1 | 2 | -46
17 | CC(=O)NC(=O)Nc1sc(=S)n(C)c1C | 12 | 6.2 | 1 | -90 | 4 | -50
18 | CNC(=O)c1cc2c(ccc3ccccc32)oc1=N | -21 | 2.3 | -21 | 33 | 4 | 11
19 | COC(=O)COn1c(SCC(=O)OC)nc2ccccc2c1=O | 40 | 2.1 | -6 | 17 | 9 | -3
20 | CCCCc1cc(=O)oc2c(CN3CCCC3)c(O)ccc12 | 24 | 4.1 | -5 | 14 | 4 | -1

nr | A549 NSCLC growth | HT29 cell growth-2 | HT29 cell growth-2 condensed nuclei | HT29 cell growth-2 ATP viability | AID364
11 | -3 | 42 | 2.1 | -9 | 14%
12 | -3 | 15 | 2.6 | / | 1%
13 | 3 | 31 | 2.1 | / | 1%
14 | 64* | -4 | 1.9 | / | 11%
15 | 4 | -9 | 3.3 | -3 | -5%
16 | 10 | 28 | 1.9 | 2 | 10%
17 | -19 | -1 | 2.9 | -13 | 7%
18 | 10 | 4 | 2.5 | 8 | -18%
19 | -6 | 0 | 1.4 | 3 | 4%
20 | 2 | -25 | 2.1 | -48 | -10%

Sorted by value in AID772 condensed nuclei (smallest number first): some entries from above.
entry	Molecule	AID772 condensed nuclei
16	Cc1nn2c(-c3ccc(Cl)cc3)nnc2s1	2
17	CC(=O)NC(=O)Nc1sc(=S)n(C)c1C	4
12	Cn1c(=O)c2c(ncn2CC(O)CO)n(C)c1=O (configuration not stated)	7

The listing continues.
nr | SMILES | HT29 cell growth-1 | HT29 cell growth-1 condensed nuclei | HT29 cell growth-1 ATP viability | AID772 | AID772 condensed nuclei | AID772 second
21 | CN(C)CCCN1C(=O)C(O)=C(C(=O)c2cc3ccccc3o2)C1c1ccccn1 (configuration not stated) | 22 | 2.3 | -8 | 5 | 8 | 5
22 | CCc1ccc(NC(=O)CSC2=C(C#N)C(c3ccco3)C3=C(CCCC3=O)N2)cc1 (configuration not stated) | 58 | 10 | 1 | 82 | 21 | 87
23 | COC(=O)C(NC(=O)c1ccco1)(Nc1ccc(Br)cn1)C(F)(F)F (configuration not stated) | -15 | 3.5 | -16 | -21 | 3 | -64
24 | CCOC(=O)c1[nH]c2cc3c(cc2c1NC(=O)CN1CCC(C)CC1)OCO3 | 38 | 3.5 | 20 | 46 | 19 | 70
25 | CCOC(=O)C1CCCN(c2nc3ccccc3nc2C(C#N)C(=O)OC(C)C)C1 (configuration not stated) | 43 | 6.8 | 3 | 65 | 5 | 10
26 | N#CC1=C(N)NC(SCc2ccc(Cl)cc2)=C(C#N)C12CCCCC2 | 39 | 4.1 | 22 | 83 | 37 | 93
27 | Cc1nc(N2CCOCC2)c(C#N)c2c1COC(C)(C)C2 | 12 | 6.2 | -3 | -41 | 2 | -35
28 | CCCC(CCC(=O)Nc1ccc(C(=O)OC)cc1)C(=O)O (configuration not stated) | -13 | 3.7 | -4 | -25 | 5 | -32
29 | O=c1n(CCCN2CCN(c3cccc(Cl)c3)CC2)nc2ccccn12 | -11 | 1.6 | 28 | 78 | 7 | 70
30 | CC(C)(C)c1ccc(C(=O)C=[N+]=[N-])cc1 | 16 | 0.9 | -2 | -7 | 0 | -25

nr | A549 NSCLC growth | HT29 cell growth-2 | HT29 cell growth-2 condensed nuclei | HT29 cell growth-2 ATP viability | AID364
21 | -4 | -10 | 3.2 | -5 | 0%
22 | 45 | 87 | 12 | 58 | 4%
23 | 23 | 19 | 7.4 | -17 | 7%
24 | 10 | 71 | 5.5 | 38 | 0%
25 | 33 | 23 | 2.4 | 11 | -5%
26 | 91* | 80 | 17 | 70 | 8%
27 | 13 | 12 | 1.8 | -18 | 3%
28 | 5 | 43 | 2.6 | -1 | 9%
29 | 6 | 14 | 4.1 | / | 3%
30 | 16 | 28 | 1.9 | -21 | 3%

(next part)
nr | SMILES | HT29 cell growth-1 | HT29 cell growth-1 condensed nuclei | HT29 cell growth-1 ATP viability | AID772 | AID772 condensed nuclei | AID772 second
31 | C=CCSc1nnc2n(CCc3ccccc3)c(=O)c3c4c(sc3n12)COC(C)(C)C4 | 0 | 3.5 | -8 | -51 | 6 | -59
32 | COc1ccc(-c2oc3ncn4nc(Cc5ccccc5)nc4c3c2-c2ccc(OC)cc2)cc1 | 5 | 5.2 | -4 | 5 | 3 | 22
33 | CCN1CC2=C(OC(N)=C(C#N)C2c2ccccc2)/C(=C\c2ccccc2)C1 (configuration not stated) | 20 | 2.8 | 26 | 60 | 28 | 70
34 | CC1CN(C2CCN(C(=O)COc3ccccc3)CC2)CC(C)O1 (configuration not stated) | -50 | 2.2 | -20 | 19 | 2 | -18
35 | Cc1ccc(N(Cc2cc3ccccc3[nH]c2=O)C(=O)c2ccco2)c(C)c1 | 16 | 1.3 | 9 | 16 | 5 | 24
36 | CN(Cc1ccccc1)Cc1c[nH]c2ccccc12 | 31 | 3.4 | 8 | 39 | 1 | 7
37 | CCCC1CC(=O)OC1(C)C(=O)CSc1n[nH]c(-c2ccccc2)n1 (configuration not stated) | -10 | 2.1 | -4 | 19 | 2 | 16
38 | CN(C)c1nc(N(C)C)nc(N(C)C)n1 | 26 | 4.3 | -15 | -2 | 4 | -16
39 | COC(=O)c1ccccc1NC=C1C(=O)OC2(CCCCC2)OC1=O | -33 | 11 | -20 | 39 | 4 | -2
40 | CCn1nc(C(=O)O)c(=O)c2cc3c(cc21)OCO3 | 25 | 5.7 | 12 | 4 | 3 | -15

nr | A549 NSCLC growth | HT29 cell growth-2 | HT29 cell growth-2 condensed nuclei | HT29 cell growth-2 ATP viability | AID364
31 | 12 | 8 | 3.5 | -3 | 13%
32 | 11 | -52 | 1.8 | -29 | -6%
33 | 47 | 58 | 8.1 | 45 | 5%
34 | 2 | -2 | 2.3 | -3 | -4%
35 | 37 | 33 | 1.3 | 12 | 1%
36 | 5 | 2 | 3.2 | -6 | 8%
37 | 8 | -15 | 1.9 | 7 | 3%
38 | 0 | -17 | 1.5 | / | 2%
39 | 2 | 14 | 17 | 9 | -2%
40 | 2 | 54 | 6.7 | / | -3%

Continuation:
nr | SMILES | HT29 cell growth-1 | HT29 cell growth-1 condensed nuclei | HT29 cell growth-1 ATP viability | AID772 | AID772 condensed nuclei | AID772 second
41 | CCSC(SCC)[C@H](O)[C@@H](O)[C@H](O)[C@H](O)CO | 4 | 4.2 | -10 | 15 | 3 | -19
42 | O=C1CCCN1c1ccc(S(=O)(=O)NCc2ccco2)cc1 | 0 | 3.1 | 5 | 50 | 16 | 36
43 | O=C(C1=C(O)C(=O)N(CCCN2CCOCC2)C1c1ccccn1)c1cc2ccccc2o1 (configuration not stated) | -11 | 2.3 | -8 | -19 | 3 | -36
44 | Cn1c(NCc2ccco2)nc2c1c(=O)n(Cc1ccc(Cl)c(Cl)c1)c(=O)n2C | 62 | 6.2 | 8 | 4 | 11 | 12
45 | COc1cccc(/C(O)=C2/C(=O)C(=O)N(CCCN(C)C)C2c2cccc(Cl)c2)c1 (configuration not stated) | 12 | 2.3 | -9 | -119 | 4 | -53
46 | CCOC(=O)C(OC(=O)c1sc(=S)n(C)c1C)C(C)=O (configuration not stated) | 38 | 8.5 | 13 | -26 | 2 | -50

nr | A549 NSCLC growth | HT29 cell growth-2 | HT29 cell growth-2 condensed nuclei | HT29 cell growth-2 ATP viability | AID364
41 | -2 | 10 | 2.9 | / | 9%
42 | 0 | 19 | 2.6 | 10 | 7%
43 | -10 | -10 | 2.5 | 5 | 10%
44 | 70* | 76 | 2.2 | 34 | 3%
45 | -2 | -2 | 3.4 | -16 | -7%
46 | -5 | 24 | 3.4 | -17 | 3%

A portion of the library. The share of hits here may be higher or lower than overall.
